Screening data from PubChem.
PLC-gamma1 inh: PLC-gamma1 enzyme inhibitors, primary screen, biochemical, fluorescence, purified enzyme. 1-phosphatidylinositol 4,5-bisphosphate phosphodiesterase gamma-1 (Homo sapiens), P19174. fluorogenic substrate. inhibition, % at 12.2 µM. 0.84% of 370,000 active. AID 720700, 2013; in the data active = inhibition above about 9.5%
ADAM10 inh: human ADAM10 inhibitors, primary screen, biochemical, QFRET, HTS. Disintegrin and metalloproteinase domain-containing protein 10 (Homo sapiens), O14672. AID 720582, 2013. recombinant ADAM10, EDANS/DABCYL FRET peptide cleavage, 3 h. inhibition, % at 7 µM. 0.62% of 370,000 active;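 active = inhibition above a per-campaign cutoff equal to the mean of compounds falling between control-based bounds plus 3 SD, cut at about 20% in these data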;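 also: 0% = DMSO wells while the 100% control is not disclosed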
hgDAF-12 ag: H. glycines DAF-12 receptor agonists, primary screen, cell-based, luminescence, HEK293, GAL4 fusion, UAS-luciferase. Nuclear hormone receptor DAF-12 (Heterodera glycines), GAL4 fusion. HEK293 GAL4-hgDAF12 UAS-luciferase reporter, agonist luminescence; normalized to butyrate control. activation, % at 6.8 µM. 1.8% of 370,000 active;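 active = activation above a cutoff set at the mean of all screened compounds plus 3 SD, cut at about 10% in these data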;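 also: 0% = DMSO wells and 100% = sodium butyrate wells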
DAX1 inh-1: DAX1 (NR0B1) inhibitors, primary screen, cell-based, HEK293, Gal4-DAX1, luciferase luminescence. HEK293 Gal4-DAX1 luciferase reporter. inhibition, % at 6.75 µM. 0.99% of 340,000 active. AID 504766, 2011;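 active = inhibition above the mean over all tested compounds plus 3 SD, cut at about 4.2% in these data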;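 also: 0% = DAX1-transfected cells with DMSO and 100% = empty-vector control cells with DMSO; inhibition shows as a rise in luminescence from relieved DAX1 repression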
Target sequence (P51843 207-470 limits assumed): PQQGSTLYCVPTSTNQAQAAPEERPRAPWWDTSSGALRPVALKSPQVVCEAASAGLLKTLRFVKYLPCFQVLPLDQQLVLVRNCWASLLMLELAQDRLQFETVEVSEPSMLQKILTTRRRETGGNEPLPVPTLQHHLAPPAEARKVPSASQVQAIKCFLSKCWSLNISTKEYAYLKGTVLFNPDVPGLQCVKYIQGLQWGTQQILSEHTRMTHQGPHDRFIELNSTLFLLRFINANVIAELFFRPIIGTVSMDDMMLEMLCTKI
ssDAF12 agonist: S. stercoralis DAF-12 nuclear receptor activators, primary screen, cell-based, luminescence, HEK293, GRIP1 co-expression, lit1-tk-luc; Nuclear hormone receptor DAF-12 (Strongyloides stercoralis); HEK293 ssDAF-12/GRIP1 lit1-tk-luc reporter; % of 3 µM dafachronic acid response; activation, % at 6.8 µM; 1% of 370,000 active;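 active = activation above the mean over all tested compounds plus 3 SD, cut at about 0.9% in these data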;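 also: 0% = DMSO-only wells and 100% = 3 µM delta7-dafachronic acid wells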
DAX1 inh-2: DAX1 (NR0B1) inhibitors on StAR promoter, primary screen, cell-based, luminescence, SF-1 (NR5A1), full-length DAX-1; AID 652010, 2013; inhibition, % at 6.8 µM; HEK293T StAR-luciferase reporter, SF-1/DAX-1 repression relief; 1.1% of 370,000 active;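 active = inhibition above the mean over all tested compounds plus 3 SD, cut at about 3.6% in these data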;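 also: 0% = DAX-1 cells with DMSO and 100% = cells lacking DAX-1 with DMSO; higher inhibition means more luminescence from relief of DAX-1 repression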
PLCb3 inh: human PLC-beta3 inhibitors, primary screen, biochemical, fluorescence. 1-phosphatidylinositol 4,5-bisphosphate phosphodiesterase beta-3 (Homo sapiens), Q01970. Purified PLC-beta3, fluorogenic substrate. inhibition, % at 12.2 µM. 0.18% of 370,000 active. AID 720704, 2013; in the data active = inhibition above about 11%;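 also: 0% = median of compound wells on plate and 100% = full blocker control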
ADAM17 inh: ADAM17 inhibitors, primary screen, biochemical, QFRET; recombinant ADAM17, EDANS/DABCYL FRET peptide cleavage; 0.83% of 370,000 active; inhibition, % at 6.95 µM; Disintegrin and metalloproteinase domain-containing protein 17 (Homo sapiens), P78536;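 active = inhibition above the mean of compounds lying between control limits plus 3 SD, set per campaign, cut at about 8.5% in these data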;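 also: 0% = DMSO-only wells as the low control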
Target sequence (P78536 215-824 limits assumed): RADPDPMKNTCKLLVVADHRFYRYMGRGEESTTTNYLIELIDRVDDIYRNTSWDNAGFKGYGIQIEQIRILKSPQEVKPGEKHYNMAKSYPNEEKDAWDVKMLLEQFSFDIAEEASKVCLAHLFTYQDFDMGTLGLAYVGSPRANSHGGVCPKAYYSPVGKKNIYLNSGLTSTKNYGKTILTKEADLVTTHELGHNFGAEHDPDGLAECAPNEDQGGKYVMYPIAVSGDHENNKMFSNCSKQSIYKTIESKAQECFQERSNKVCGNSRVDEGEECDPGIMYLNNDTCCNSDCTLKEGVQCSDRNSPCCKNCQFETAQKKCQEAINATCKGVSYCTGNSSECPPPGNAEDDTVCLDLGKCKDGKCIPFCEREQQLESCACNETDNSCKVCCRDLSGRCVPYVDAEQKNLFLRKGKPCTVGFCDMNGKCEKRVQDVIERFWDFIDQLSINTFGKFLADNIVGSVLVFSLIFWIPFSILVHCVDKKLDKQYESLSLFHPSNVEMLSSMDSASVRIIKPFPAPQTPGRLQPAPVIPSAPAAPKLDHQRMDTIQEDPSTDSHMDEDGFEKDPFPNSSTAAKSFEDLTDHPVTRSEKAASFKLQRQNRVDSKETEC
hcDAF12 agonist: H. contortus DAF-12 nuclear receptor activators, primary screen, cell-based, luminescence, HEK293, lit1-tk-luc reporter; activation, % at 6.8 µM; 1.4% of 370,000 active; HEK293 hcDAF-12 lit1-tk-luc reporter; 0% DMSO, 100% Δ7-dafachronic acid;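 active = activation above the mean of all tested compounds plus 3 SD, cut at about 5.5% in these data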;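 also: 100% = response to 3 µM Δ7-dafachronic acid high control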
sPLA2-III inh: human group III sPLA2 inhibitors, primary screen, biochemical, QFRET, BODIPY PC-A2 liposome substrate. Group 3 secretory phospholipase A2 (Homo sapiens), Q9NZ20. inhibition, % at 12.2 µM. 0.56% of 370,000 active. QFRET BODIPY PC-A2 liposome hydrolysis, fluorescence;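 active = inhibition above mean plus 3 SD of compounds lying within the high and low control bounds, cut at about 19% in these data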;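 also: 0% = median of test compound wells and 100% = no enzyme DMSO wells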
GAA850 FXN act: FXN promoter activators, primary screen, cell-based, luciferase luminescence, HEK293 lucGAA850. HEK293 lucGAA850 FXN promoter luciferase reporter, 24 h; percent of 10 µM SAHA response. activation, % at 6 µM. 0.56% of 360,000 active;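 active = activation above the average of all compounds screened plus 3 SD, cutoff fixed separately per campaign, cut at about 7.5% in these data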;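 also: 0% = DMSO wells and 100% = 10 µM SAHA wells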
Numbers without * were called inactive; i = inactive; x = not tested or not shown.

SMILES	PLC-gamma1 inh	ADAM10 inh	hgDAF-12 ag	DAX1 inh-1	ssDAF12 agonist	DAX1 inh-2	PLCb3 inh	ADAM17 inh	hcDAF12 agonist	sPLA2-III inh	GAA850 FXN act
CCOC(=O)C1CCN(Cc2c(O)ccc3ccccc23)CC1	-3.5	-52.2	0.1	1.9	0.7	-0.1	-7.3	-19.5	3.8	-7.4	-1.1
CCCCN(C)C(=O)c1nc2ccccn2c1CN1CCN(c2cnccn2)CC1	-1.2	-6.7	1.6	0.6	-1.9	-0.6	-3.9	-2.9	2.0	4.6	2.1
CCN(CC)c1ccc(C=C(c2nnnn2-c2ccccc2)c2nnnn2-c2ccccc2)cc1	-53.4	9.5	2.2	-0.7	-1.3	-0.4	-53.6	6.4	-2.1	-12.2	-0.3
CCCOc1ccc(N2C(=O)CC(N(Cc3ccco3)C(=O)CC)C2=O)cc1 (centres undefined)	-0.4	-4.5	-1.7	-0.1	0.5	0.0	-5.9	-2.2	-0.3	-8.7	0.8
O=C(OCC(=O)c1ccc(Cl)s1)c1cnccn1	-4.8	-8.6	0.5	1.0	-1.6	1.1	-14.8	-0.5	-0.2	7.9	-0.8
CN(c1ccc(C(=O)NC2CCCCC2)cc1)S(=O)(=O)c1ccccc1	-1.8	0.9	-1.7	0.2	-0.8	-3.1	-4.1	-3.8	-2.3	-0.5	-1.4
Cc1cc(F)ccc1S(=O)(=O)Nc1ncnc2sc3c(c12)CCC3	-6.3	-3.9	-1.8	0.3	-0.9	-0.7	-7.1	-2.9	-0.8	-20.8	0.8
CN(C)S(=O)(=O)N1CCN(c2cccc(Cl)c2)CC1	2.5	-3.0	-2.6	0.1	-1.6	0.0	2.8	-3.7	-0.2	3.6	-0.1
Cc1c(Cc2ccccc2)c(=O)n2c([nH]c3ccccc32)c1C#N	-7.2	-61.1	0.5	-2.7	-1.3	-0.4	-6.2	-20.3	-1.3	-7.4	-2.0
CC(=O)N1CCN(C(=O)/C(C#N)=C/c2ccc3c(c2)OCO3)CC1	-1.6	-8.7	2.2	-1.0	-1.2	-0.1	-8.8	-4.2	-1.5	4.6	0.5
Cc1ccc(NC(=O)NCc2ccccn2)cc1Cl	-3.0	1.4	3.7	1.0	-0.8	-1.2	-5.0	-4.1	-1.9	10.6	1.3
COc1ccc(NC(=O)C(=O)NNC(=O)COc2ccc(OC)cc2)cc1	1.3	0.5	0.4	0.7	-1.1	0.2	-5.1	-1.4	1.6	3.0	-0.2

Some of the entries above, reformatted.
SMILES | PLC-gamma1 inh | ADAM10 inh | hgDAF-12 ag | DAX1 inh-1 | ssDAF12 agonist | DAX1 inh-2 | PLCb3 inh | ADAM17 inh | hcDAF12 agonist | sPLA2-III inh | GAA850 FXN act
CN(c1ccc(C(=O)NC2CCCCC2)cc1)S(=O)(=O)c1ccccc1 | -1.8 | 0.9 | -1.7 | 0.2 | -0.8 | -3.1 | -4.1 | -3.8 | -2.3 | -0.5 | -1.4
CCCOc1ccc(N2C(=O)CC(N(Cc3ccco3)C(=O)CC)C2=O)cc1 (centres undefined) | -0.4 | -4.5 | -1.7 | -0.1 | 0.5 | 0.0 | -5.9 | -2.2 | -0.3 | -8.7 | 0.8

Additional results follow.
SMILES	PLC-gamma1 inh	ADAM10 inh	hgDAF-12 ag	DAX1 inh-1	ssDAF12 agonist	DAX1 inh-2	PLCb3 inh	ADAM17 inh	hcDAF12 agonist	sPLA2-III inh	GAA850 FXN act
Cc1cc(SCc2ccc(F)cc2)nc(=O)[nH]1	-1.1	4.5	-1.1	0.0	-1.0	2.5	-9.2	-3.1	-0.6	11.8	2.6
CC(=O)Nc1ccc(/C(C)=N/NC(=O)c2ccc(COc3ccccc3Cl)o2)cc1	-6.5	-7.9	-3.5	4.0	-1.9	0.1	-15.0	-4.6	-0.3	-3.4	-0.3
Cc1ccc(-c2nnn(CC(=O)Nc3cccc4cccnc34)n2)o1	-1.1	-8.1	-2.9	-0.6	-1.4	-0.5	-1.0	-0.6	-1.9	-4.8	1.7
Cc1ccc(S(=O)(=O)N2CCCC2C(=O)Nc2cc(C)on2)cc1 (centres undefined)	4.1	8.1	3.2	0.0	-0.9	1.2	9.3	3.6	-2.0	-2.5	1.9
CC(C)(C)C1CCc2c(C(=O)N/N=C/c3cccs3)csc2C1 (centres undefined)	-2.3	9.1	0.6	0.9	-0.6	0.9	3.5	-1.3	0.0	7.6	5.0
COC(=O)c1cc(-c2cccc(OCc3ccccc3)c2)c(=O)n2c1CCC2	-12.6	-55.2	-0.3	x	-1.1	-1.5	-20.8	-16.4	-2.2	-0.1	x
CC(C)Cc1cc(C(=O)NCCN2CCOCC2)no1	-0.9	-14.6	0.6	1.0	-0.9	0.1	-1.6	-4.4	0.4	5.0	0.8
O=C(Nc1ccccc1Cl)c1cccs1	-2.4	-4.0	1.6	0.6	-1.2	-0.5	-3.7	-0.7	-0.5	-5.4	1.6
CC(=O)N(C)c1ccc(NC(=O)Nc2ccc(C)cc2)cc1	2.4	5.6	2.9	2.0	-1.3	-0.2	4.9	0.5	-0.5	-1.8	2.1
NC(=O)c1c(/N=C/c2cccnc2)sc2c1CCCC2	-25.3	-10.5	-1.5	x	-0.9	-0.4	-24.2	-7.0	0.2	-6.6	-1.1
Cc1nc2oc(C(=O)c3ccccc3)c(N)c2c2c1COC(C)(C)C2	-3.2	-11.9	-0.3	-0.1	-1.0	-0.2	-11.2	-5.5	-0.5	4.0	-2.5
Cc1c(-c2ccccc2)[n+](=O)c(-c2ccc(Cl)cc2)c(C)n1[O-]	0.3	-6.4	1.1	-0.3	-1.0	0.6	-1.6	-1.2	-0.6	-0.2	-0.3
O=C(c1cc2cc(Br)cc(Br)c2oc1=O)N1CCCC1	-6.8	-13.4	2.8	0.1	-1.0	-0.1	-6.2	-4.7	-1.0	4.8	0.1
COc1ccc(NC(=O)OC(CN2CCCCC2)C(F)(F)F)cc1 (centres undefined)	-0.3	-3.2	-0.7	0.0	-1.0	-0.1	3.7	-0.9	-2.4	0.5	2.6
CCN(CC)C(=O)c1ccc(C(=O)c2ccccc2)cc1	7.2	0.8	1.3	0.2	-0.1	0.8	7.1	3.5	-0.3	3.2	2.5
CS(=O)(=O)N(CC(=O)N1CCc2ccccc2C1)c1cccc(F)c1	0.7	-0.8	2.2	0.3	-1.3	-0.1	-5.3	-1.7	-2.0	-7.8	2.2
COc1ccc2cc(-c3ccccc3)c(=O)oc2c1	i	i	13.8*	2.3	0.8	1.7	i	i	2.7	-1.1	4.0
CCOc1ccccc1C(=O)NCC(=O)OCc1csc(CC(=O)Nc2ccc(C)cc2)n1	-6.2	2.6	3.1	-0.6	-0.6	1.4	-13.8	-1.5	3.1	-44.4	0.1
CCOC(=O)c1c(C)nc(C)c(C(=O)OCC)c1-c1ccc(Br)cc1	11.9*	11.2	-0.8	1.3	-0.7	-1.1	6.1	6.2	-1.9	7.6	2.6
NC(=O)c1ccccc1NC(=O)CN1CCN(Cc2ccc(Cl)cc2Cl)CC1	0.2	-10.2	-7.4	-0.6	-1.9	-3.5	-8.9	-4.9	-0.9	4.7	0.3
Cc1ccc(C(=O)O/N=C(\N)c2ccc(Br)cc2)cc1C	-1.1	-8.8	4.8	-0.4	-0.9	0.2	1.7	-0.6	2.1	1.7	0.5
CC(C)[C@H](NC(=O)OCc1ccccc1)C(=O)OCC(=O)c1ccccc1	-0.5	-5.9	1.5	0.4	-1.1	-0.1	-6.8	0.2	0.7	-13.8	2.8
COc1ccc(Oc2nnc(C)c3ccccc23)cc1	8.1	9.4	6.2	1.9	0.0	3.4	2.8	2.5	3.2	5.2	4.5
C/C(CC(=O)Nc1ccc2c(c1)OCCO2)=N\NC(=O)Cc1ccc(Cl)cc1	-2.0	-2.9	-1.7	0.0	-1.2	0.0	-8.9	-2.3	-0.6	-4.9	-1.5
Cc1onc(-c2ccccc2)c1C(=O)OCC(=O)c1ccccc1	2.6	10.1	1.1	-0.5	-1.0	0.0	0.0	0.2	-1.4	-12.8	-1.1
O=C(NCc1ccc2c(c1)OCO2)C(=O)Nc1cc2c3c(c1)CC(=O)N3CCC2	-2.1	-3.4	-0.7	-0.8	-1.2	0.5	-0.5	-2.9	-0.6	-16.4	0.4
CC(Oc1ccc(F)cc1)C(=O)Nc1cccc(-c2nn[nH]n2)c1 (centres undefined)	-8.6	2.0	0.0	-0.2	0.1	-1.2	-3.0	1.2	1.5	-6.5	1.4
N#Cc1ccc(OCC(=O)N2CCCC2=O)cc1	-2.2	-9.1	0.2	0.4	-0.8	1.1	-4.8	-6.8	-1.4	9.5	0.9
COc1cc(OC)cc(C(=O)N2CCCC(Nc3ccc(F)cc3)C2)c1 (centres undefined)	-2.3	-3.5	-1.3	0.3	-0.8	-1.0	-5.9	-2.5	-0.3	-1.1	0.0
CC(=O)c1c(C)oc2c1cc(NS(=O)(=O)c1ccc(C(=O)O)cc1)c1ccccc12	-3.1	-5.4	1.1	2.6	-1.1	-0.4	-9.7	-0.5	-1.1	-21.1	2.2
Cc1oc(C(C)(C)C)cc1C(=O)NCc1ccc2c(c1)OCO2	0.9	-2.8	1.9	-0.2	0.6	0.3	-5.9	-1.8	-3.2	-22.9	0.1

Taken from above.
For sPLA2-III inh, Cc1oc(C(C)(C)C)cc1C(=O)NCc1ccc2c(c1)OCO2 shows -22.9
For DAX1 inh-1, COc1cc(OC)cc(C(=O)N2CCCC(Nc3ccc(F)cc3)C2)c1 (centres undefined) shows 0.3
For ADAM17 inh, N#Cc1ccc(OCC(=O)N2CCCC2=O)cc1 shows -6.8
For ADAM17 inh, CC(Oc1ccc(F)cc1)C(=O)Nc1cccc(-c2nn[nH]n2)c1 (centres undefined) shows 1.2
For ADAM10 inh, O=C(NCc1ccc2c(c1)OCO2)C(=O)Nc1cc2c3c(c1)CC(=O)N3CCC2 shows -3.4
